# APOBEC3G inh: inhibitors of human APOBEC3G DNA deaminase. Q9HC16. recombinant A3G, ssDNA deamination FAM/TAMRA fluorescence. inhibition, % at 20 µM. hit rate 0.28% among 330,000. AID 493012;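 active = inhibition of at least 40% at 20 µM, with no more than 30% in the related APOBEC3A deaminase screen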;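 note: plate controls were DMSO wells with A3G for no effect and wells lacking A3G enzyme for full effect; some compounds called inactive have numbers as strong as hits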
# Target sequence (Q9HC16 whole entry, looked up): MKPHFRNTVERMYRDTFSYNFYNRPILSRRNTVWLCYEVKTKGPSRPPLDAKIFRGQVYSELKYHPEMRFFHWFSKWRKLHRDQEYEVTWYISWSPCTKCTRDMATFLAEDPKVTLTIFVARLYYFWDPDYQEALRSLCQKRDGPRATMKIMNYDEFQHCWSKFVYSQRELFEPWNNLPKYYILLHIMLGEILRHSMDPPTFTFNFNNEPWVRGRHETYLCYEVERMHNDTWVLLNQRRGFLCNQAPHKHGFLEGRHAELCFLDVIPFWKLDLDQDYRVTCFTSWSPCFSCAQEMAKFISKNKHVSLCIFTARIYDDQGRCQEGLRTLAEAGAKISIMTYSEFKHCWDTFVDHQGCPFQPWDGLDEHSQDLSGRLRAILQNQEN
# GRIN3A LBD mod: modulates the human NR3A ligand-binding domain | hit rate 2.5% among 340,000 | Tm shift relative to glycine control, % at 25 µM | AID 1259313 | NR3A LBD differential scanning fluorimetry, Tm shift; 0% = protein alone, 100% = glycine-bound protein;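 active = melting temperature shift of at least 10% of the positive control shift, at one fixed dose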
# mIAP block: blocks mouse intestinal alkaline phosphatase | purified mouse IAP, CDP-Star luminescence, 30 min | inhibition, % at 10 µM | hit rate 0.2% among 330,000 | AID 2806;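 active = inhibition of at least 40% at 10 µM in the primary screen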;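 note: plate controls were DMSO with enzyme for no effect and no enzyme wells for full effect; values of inactives mirror those of a sister screen read the other way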
# beta cell repl: induces beta-cell replication in MIN6 cells. proliferation, % at 10 µM. hit rate 0.29% among 330,000. AID 2380. MIN6 cells proliferation, ATPlite luminescence, 48 h; cells starved in 0.2% serum; 100% = growth in 10% serum;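 active = compounds whose signal lies at least 3.5 SD above the mean of all wells on their plate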;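 note: 0% = DMSO-treated cells in low-serum medium and 100% = 10% serum control; some compounds called inactive have numbers as strong as hits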
# mIAP activ: increases mouse intestinal alkaline phosphatase activity; muIAP, CDP-Star luminescence, 30 min; hits give high values; 1 = vehicle-only enzyme signal, 0 = enzyme-free wells; activation factor at 10 µM; hit rate 0.24% among 330,000; AID 2805;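 active = activation factor of at least 2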; note: the source names both 10 and 20 µM as test concentration; values of inactives mirror those of a sister screen read the other way
#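 Assay system: mouse IAP enzyme / Compound: DMSO-dissolved test compounds / Timing: 30 min, room temperature / Measured by: luminescence from enzymatic CDP-Star hydrolysis / Control set: DMSO-only wells, enzyme-free buffer wells as negative control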
# A3A deaminase: blocks human APOBEC3A ssDNA deamination. P31941. recombinant A3A, FAM/TAMRA ssDNA deamination fluorescence. inhibition, % at 20 µM. hit rate 0.41% among 330,000. AID 493011;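 active = at least 40% inhibition at 20 µM here, with at most 30% in a related deaminase screen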;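 note: plate controls were A3A with DMSO for no effect and wells lacking A3A enzyme for full effect; some results filed as inactive read as strong as hits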
# Target sequence (P31941 whole entry, looked up): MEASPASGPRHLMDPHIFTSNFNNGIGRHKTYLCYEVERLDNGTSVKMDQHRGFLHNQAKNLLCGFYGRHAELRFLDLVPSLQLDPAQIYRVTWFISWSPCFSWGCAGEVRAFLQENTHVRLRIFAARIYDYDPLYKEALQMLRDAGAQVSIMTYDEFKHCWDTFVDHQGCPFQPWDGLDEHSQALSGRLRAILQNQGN
# MPTP inh: inhibitors of mitochondrial permeability transition pore. hit rate 1.4% among 360,000. isolated mouse mitochondria, Ca2+ swelling absorbance, 30 min. inhibition, % at 10 µM. AID 602449;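 active = inhibition of 50% or more, scaled per plate between neutral and stimulator controls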;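 note: 0% = DMSO wells given calcium and 100% = 1 mM EGTA wells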
# hIAP activ: human IAP activation. AID 2524. P09923. hit rate 0.16% among 330,000. activation factor at 10 µM. purified human IAP, CDP-Star luminescence, 30 min; hits give high values; 1 = vehicle-only enzyme, 0 = enzyme-free background;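 active = activation factor of the enzyme at least 2-fold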; note: the source names both 10 and 20 µM as test concentration; values of inactives mirror those of a sister screen read the other way
# Target sequence (P09923 whole entry, looked up): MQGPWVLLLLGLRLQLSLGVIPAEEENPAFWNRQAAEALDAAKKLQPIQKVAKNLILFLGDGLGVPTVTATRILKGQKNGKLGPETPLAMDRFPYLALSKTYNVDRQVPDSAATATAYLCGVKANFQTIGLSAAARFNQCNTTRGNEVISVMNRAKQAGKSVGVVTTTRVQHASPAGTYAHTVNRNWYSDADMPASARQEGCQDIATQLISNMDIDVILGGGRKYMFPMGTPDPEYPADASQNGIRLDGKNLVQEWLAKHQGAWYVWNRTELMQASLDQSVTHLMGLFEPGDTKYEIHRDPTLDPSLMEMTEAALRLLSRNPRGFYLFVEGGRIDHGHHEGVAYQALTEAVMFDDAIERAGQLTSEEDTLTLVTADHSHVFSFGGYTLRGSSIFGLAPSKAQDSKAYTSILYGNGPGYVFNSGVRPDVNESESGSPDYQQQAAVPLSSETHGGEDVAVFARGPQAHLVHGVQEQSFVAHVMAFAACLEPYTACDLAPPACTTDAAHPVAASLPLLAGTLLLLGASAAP
# hIAP inh: human IAP inhibition; inhibition, % at 10 µM; purified IAP, CDP-Star luminescence, 30 min; hit rate 0.12% among 330,000; AID 2544;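 active = inhibition reaching a set limit with compound at 10 µM in the primary screen, cut at about 35% in these data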;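 note: plate controls were DMSO wells with enzyme for no effect and no-enzyme buffer wells for full effect; values of inactives mirror those of a sister screen read the other way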
# Active calls of the source: *.
1	Cn1c(COc2ccc(Cl)cc2)nc2ccccc2c1=O
2	Cc1ccc(CN2CCc3[nH]c(=S)[nH]c(=O)c3C2)cc1
3	COc1ccc(NC(=O)C2CCCN2C(=O)NC2CCCCC2)cc1OC (stereo not given)
4	COC(=O)C1=C(C)OC(N)=C(C#N)C1C1CCCCC1 (stereo not given)
5	O=C(O)CCc1ccc(S(=O)(=O)Nc2ccccc2C(=O)NCCc2ccccc2)cc1
6	O=C(c1cc(-c2ccc(Br)cc2)nc2ccccc12)N1CCN(c2ccccc2O)CC1

assay / entry,1,2,3,4,5,6
APOBEC3G inh,2,-8,-1,-11,-11,-4
beta cell repl,-3,3,-2,-1,1,-7
A3A deaminase,4,-12,-1,-1,-1,-2
MPTP inh,-1.4,-0.5,0.7,0.4,-0.3,1.1
mIAP block,7,5,0,-2,0,9
hIAP activ,1.1,1.2,0.89,0.85,0.89,1.2
hIAP inh,-14,-18,11,15,11,-21
GRIN3A LBD mod,3,1,1,-1,-1,5
mIAP activ,0.93,0.95,1,1,1,0.91

# A few values from the results shown:
# entry 4 in A3A deaminase has -1
# entry 5 in hIAP inh has 11

# Further entries:
7	NC(=O)c1ccccc1OCc1cccc2ccccc12
8	CC1Sc2ccc(S(=O)(=O)N3CCC(C(=O)NCCc4ccccc4)CC3)cc2NC1=O (stereo not given)
9	O=c1[nH]c(C2CCCN(S(=O)(=O)c3ccc(F)cc3)C2)nc2c1nnn2Cc1ccc(F)cc1 (stereo not given)
10	CN1CCC(NC(=O)Nc2cccc(C(F)(F)F)c2)CC1
11	COc1ccc(N2CCN(C(=O)C(C)(C)Oc3ccc(Cl)cc3)CC2)cc1
12	CC(C)CC(=O)Nc1ccccc1N1CCN(c2ccccc2)CC1

assay / entry,7,8,9,10,11,12
APOBEC3G inh,-7,-5,-11,-4,-12,-2
beta cell repl,-3,-1,-3,1,-3,-2
A3A deaminase,3,-1,-4,2,-3,3
MPTP inh,-0.6,5.5,0.3,3.3,1.8,-3.5
mIAP block,-1,-11,3,-26,-5,-3
hIAP activ,1.1,0.87,0.89,1.2,1,1.1
hIAP inh,-7,13,11,-20,0,-13
GRIN3A LBD mod,-1,-3,-3,0,1,1
mIAP activ,1,1.1,0.97,1.3,1,1

13	CCOc1ccc(C2Nc3ccc4ccccc4c3-c3c2c(=O)oc2ccccc32)cc1 (stereo not given)
14	Nc1nc(N)nc(-c2ccccc2)n1
15	COc1cccc(CCc2nnc(CCC(=O)N(C)C3CC(C)(C)NC(C)(C)C3)o2)c1
16	CCOCCCNC(=O)/C(C#N)=C/c1ccc(Cl)c([N+](=O)[O-])c1
17	COc1ccc(C2=NN(CCC(=O)NCC3CCCO3)C(=O)CC2)cc1 (stereo not given)
18	O=C(NC(=S)Nc1ccc(Cl)cc1)c1cncc(Br)c1

assay / entry,13,14,15,16,17,18
APOBEC3G inh,-3,-10,-9,-6,3,-11
beta cell repl,-4,-1,3,-7,-1,-4
A3A deaminase,-1,-5,-6,-7,0,-6
MPTP inh,11,-1.0,-0.6,-0.9,1.7,9.4
mIAP block,2,-17,2,-1,1,18
hIAP activ,0.99,0.85,0.82,0.92,0.89,0.81
hIAP inh,1,14,18,8,11,19
GRIN3A LBD mod,14*,0,-2,2,2,-9
mIAP activ,0.98,1.2,0.98,1,0.99,0.82

19	CCC(C)NC(=O)C1CC(c2cccc(OC)c2)=NO1 (stereo not given)
20	COc1cc(OC)c(OC)cc1/C=N/NC(=O)c1cnccn1
21	O=C(Nc1ccccc1)N1CCC(C(=O)N2CCN(Cc3ccccc3)CC2)CC1
22	CCCCNC(=O)c1ccc(CS(=O)(=O)c2cccc(C(F)(F)F)c2)o1
23	CCN1CCN(C2=C(NS(=O)(=O)c3ccc(C)cc3)C(=O)c3ccccc3C2=O)CC1
24	CCS(=O)(=O)N1Cc2ccccc2CC1C(=O)OCC(=O)Nc1ccc(SC(F)F)cc1 (stereo not given)

assay / entry,19,20,21,22,23,24
APOBEC3G inh,-2,-7,-4,-6,-2,-3
beta cell repl,-1,6,7,-1,-4,-3
A3A deaminase,-2,-4,-2,-2,0,0
MPTP inh,-0.8,0.5,0.3,-1.0,0.8,23
mIAP block,-16,8,3,2,9,3
hIAP activ,1.1,1.1,0.96,0.87,0.98,1.1
hIAP inh,-13,-9,4,13,2,-11
GRIN3A LBD mod,-2,0,-2,-2,3,-2
mIAP activ,1.2,0.92,0.97,0.98,0.91,0.97

25	Cc1ccc(OCCNC(=O)c2ccco2)cc1C
26	O=C(NNC(=O)c1ccncc1)c1ccncc1
27	O=C(N=NC(=O)c1ccc2c(O)n(CC3CCCO3)c(O)c2c1)c1cccnc1 (stereo not given)
28	Cc1ccc(NC(=O)CC(C(=O)O)c2ccccc2)cc1 (stereo not given)
29	Cn1nc(C(=O)NCc2ccc(Cl)cc2)c2c1-c1ccccc1S(=O)(=O)C2
30	COC(=O)Nc1csc2c1NC(=O)CCCC2

assay / entry,25,26,27,28,29,30
APOBEC3G inh,-12,-2,-3,-8,0,-10
beta cell repl,-1,0,1,4,4,2
A3A deaminase,-3,1,-4,-2,2,-5
MPTP inh,-0.6,0.3,2.6,11,-1.4,0.2
mIAP block,4,-8,-2,-15,4,2
hIAP activ,1,1,1.1,1.1,0.97,0.96
hIAP inh,-4,-2,-6,-13,3,4
GRIN3A LBD mod,1,0,0,-2,-1,1
mIAP activ,0.96,1.1,1,1.1,0.96,0.97

# Some of these compounds in order of length of the SMILES, rising:
30	COC(=O)Nc1csc2c1NC(=O)CCCC2
26	O=C(NNC(=O)c1ccncc1)c1ccncc1
19	CCC(C)NC(=O)C1CC(c2cccc(OC)c2)=NO1 (stereo not given)
28	Cc1ccc(NC(=O)CC(C(=O)O)c2ccccc2)cc1 (stereo not given)
18	O=C(NC(=S)Nc1ccc(Cl)cc1)c1cncc(Br)c1
20	COc1cc(OC)c(OC)cc1/C=N/NC(=O)c1cnccn1
17	COc1ccc(C2=NN(CCC(=O)NCC3CCCO3)C(=O)CC2)cc1 (stereo not given)
21	O=C(Nc1ccccc1)N1CCC(C(=O)N2CCN(Cc3ccccc3)CC2)CC1

assay / entry,30,26,19,28,18,20,17,21
APOBEC3G inh,-10,-2,-2,-8,-11,-7,3,-4
beta cell repl,2,0,-1,4,-4,6,-1,7
A3A deaminase,-5,1,-2,-2,-6,-4,0,-2
MPTP inh,0.2,0.3,-0.8,11,9.4,0.5,1.7,0.3
mIAP block,2,-8,-16,-15,18,8,1,3
hIAP activ,0.96,1,1.1,1.1,0.81,1.1,0.89,0.96
hIAP inh,4,-2,-13,-13,19,-9,11,4
GRIN3A LBD mod,1,0,-2,-2,-9,0,2,-2
mIAP activ,0.97,1.1,1.2,1.1,0.82,0.92,0.99,0.97

29	Cn1nc(C(=O)NCc2ccc(Cl)cc2)c2c1-c1ccccc1S(=O)(=O)C2
24	CCS(=O)(=O)N1Cc2ccccc2CC1C(=O)OCC(=O)Nc1ccc(SC(F)F)cc1 (stereo not given)
23	CCN1CCN(C2=C(NS(=O)(=O)c3ccc(C)cc3)C(=O)c3ccccc3C2=O)CC1

assay / entry,29,24,23
APOBEC3G inh,0,-3,-2
beta cell repl,4,-3,-4
A3A deaminase,2,0,0
MPTP inh,-1.4,23,0.8
mIAP block,4,3,9
hIAP activ,0.97,1.1,0.98
hIAP inh,3,-11,2
GRIN3A LBD mod,-1,-2,3
mIAP activ,0.96,0.97,0.91

# Additional compounds follow:
31	CCC(C)NC(=O)c1ccccc1C(=O)NC(C)CC (stereo not given)
32	COC(=O)c1cccc(NS(=O)(=O)c2ccc(OC)c(C(=O)N3CCOCC3)c2)c1C
33	CN(C)/C=C/C(=O)c1ccc(N2CCN(c3ncc(C(F)(F)F)cc3Cl)CC2)cc1
34	COc1ccc(CNc2nccs2)cc1
35	CCC(C)NS(=O)(=O)c1ccc(NS(=O)(=O)c2ccccc2[N+](=O)[O-])cc1 (stereo not given)
36	COc1ccc(CCNC(=O)Cc2ccc(Cl)cc2)cc1OC

assay / entry,31,32,33,34,35,36
APOBEC3G inh,1,-10,-6,0,-7,-7
beta cell repl,-3,0,-6,-2,-2,3
A3A deaminase,3,-2,-3,-9,1,-7
MPTP inh,0.2,0.9,-1.1,0.7,0.5,0.1
mIAP block,-7,-5,-3,0,4,-2
hIAP activ,1,0.98,0.87,1.2,1,1.3
hIAP inh,-4,2,13,-16,-3,-26
GRIN3A LBD mod,-1,0,-11,0,-1,3
mIAP activ,1.1,1,1,1,0.96,1

37	CCc1nc2ccc(F)cc2c(C(=O)NC2CCCCC2C)c1C (stereo not given)
38	Cc1ccc(N2C(=O)CC(NNc3nc4ccccc4s3)C2=O)cc1 (stereo not given)
39	Cc1ccc([N+](=O)[O-])cc1NC(=O)c1c(-c2ccccc2)noc1C
40	CCC(C)C(=O)Nc1cc(C(=O)OC)ccc1C(=O)OC (stereo not given)
41	CCCC(=O)Nc1ccc(C(=O)COC(=O)C2CC2C)cc1 (stereo not given)
42	CC(C(=O)Nc1ccccc1-c1ccccc1)N1CCN(S(=O)(=O)c2ccccc2)CC1 (stereo not given)

assay / entry,37,38,39,40,41,42
APOBEC3G inh,-2,1,-13,-5,-1,-3
beta cell repl,-2,-1,1,3,-4,-3
A3A deaminase,2,1,-3,-1,-2,4
MPTP inh,-0.5,0.5,-0.6,-4.2,-1.1,-0.7
mIAP block,4,6,-1,7,-2,2
hIAP activ,0.88,0.95,0.98,0.97,1,0.99
hIAP inh,12,5,2,3,0,1
GRIN3A LBD mod,3,-1,13*,-2,0,1
mIAP activ,0.96,0.94,1,0.93,1,0.98

43	CCOc1ccc(S(=O)(=O)Nc2ccc(F)cc2)c(C)c1C
44	CSC1=NCCN1C(=O)C(C)(C)Oc1ccc(Cl)cc1
45	Cc1ccc(CNC(=O)C2CCCC2)cc1
46	CC(=O)C1=NN(c2ccccc2)C(c2ccc3c(c2)OCO3)N1c1ccc(N2CCOCC2)cc1 (stereo not given)
47	O=C(NCc1ccccn1)C(=O)NCC1OCCN1S(=O)(=O)c1ccc(Br)cc1 (stereo not given)
48	O=C(Nc1ccc(Cl)c(S(=O)(=O)N2CCCCC2)c1)c1cccnc1

assay / entry,43,44,45,46,47,48
APOBEC3G inh,-8,-2,-6,-6,-6,0
beta cell repl,-4,-2,-1,-1,3,-4
A3A deaminase,6,-1,-3,-7,-4,0
MPTP inh,2.2,0.3,-3.1,1.5,-1.7,0.1
mIAP block,4,12,-13,6,16,3
hIAP activ,0.89,1.1,1.1,0.99,1.1,0.98
hIAP inh,11,-5,-8,1,-10,2
GRIN3A LBD mod,-16,0,-1,-1,1,-2
mIAP activ,0.96,0.88,1.1,0.94,0.84,0.97

49	COc1ccc(OC)c(S(=O)(=O)N2CCCCC2C(=O)O)c1 (stereo not given)
50	O=C(CNC(=O)C1COc2ccccc2O1)N/N=C\c1ccc(Cl)cc1 (stereo not given)
51	COc1ccc(-c2cc(N)n(S(=O)(=O)Cc3ccccc3)n2)c(OC)c1
52	C/C(=N/NC(=O)c1ccc(C(C)(C)C)cc1)c1cccnc1
53	Cc1cccc(OCc2nnc(SCC(=O)NCC3CCCO3)n2C)c1 (stereo not given)
54	CC(=O)c1c(N2CCN(c3ccc(F)cc3)CC2)nc(=S)n(Cc2ccccc2)c1C

assay / entry,49,50,51,52,53,54
APOBEC3G inh,-3,-10,-5,-4,-9,-6
beta cell repl,-3,-1,-2,1,0,0
A3A deaminase,-3,-6,-1,2,-6,-4
MPTP inh,-2.5,1.7,0.2,1.5,1.7,1.5
mIAP block,9,-16,-10,-2,6,12
hIAP activ,1,1.1,1.1,0.89,0.82,1.1
hIAP inh,-3,-10,-12,11,18,-10
GRIN3A LBD mod,-2,2,-17,-2,1,-4
mIAP activ,0.91,1.2,1.1,1,0.94,0.89

# Bioassay records: PubChem BioAssay, Sanford-Burnham Center for Chemical Genomics
